FLuc inh – Firefly luciferase inhibition profiling of diverse chemical library using quantitative high-throughput screening; Luciferin 4-monooxygenase (Photinus pyralis), P08659; purified P. pyralis luciferase, luminescence, biochemical; Potency, µM (series often up to 115 µM), for the others: at the top dose activity change, negative = inhibition, usual class: inhibitors; 2.5% of 76,000 active; AID 1347043, 2019; also: potency is read from the fitted curve at half-maximal effect; nearly all actives have a fitted effect of over 65% in size
Target sequence (P08659 whole entry, looked up): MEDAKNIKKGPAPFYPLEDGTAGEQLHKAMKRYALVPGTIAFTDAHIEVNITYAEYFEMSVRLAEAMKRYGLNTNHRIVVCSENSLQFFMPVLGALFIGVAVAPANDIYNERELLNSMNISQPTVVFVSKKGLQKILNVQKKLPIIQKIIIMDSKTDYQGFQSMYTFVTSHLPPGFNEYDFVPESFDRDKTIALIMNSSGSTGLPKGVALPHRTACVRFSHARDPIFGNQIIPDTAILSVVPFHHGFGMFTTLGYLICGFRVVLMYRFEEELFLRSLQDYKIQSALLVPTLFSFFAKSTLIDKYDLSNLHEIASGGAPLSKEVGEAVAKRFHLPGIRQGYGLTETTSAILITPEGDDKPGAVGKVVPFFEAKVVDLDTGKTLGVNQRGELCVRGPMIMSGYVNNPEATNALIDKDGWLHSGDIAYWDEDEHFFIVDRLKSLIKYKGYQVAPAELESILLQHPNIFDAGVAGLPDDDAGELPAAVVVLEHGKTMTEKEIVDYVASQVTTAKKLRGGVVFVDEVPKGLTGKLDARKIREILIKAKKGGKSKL
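Inhibitors were tested against purified firefly luciferase in a biochemical, low-substrate format (both substrates at 10uM) and luminescence measured with a CCD imager.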
HEK293 tox – Cytotoxic Profiling in HEK 293 Cell Line of Diverse Libraries Using Quantitative High-Throughput Screening | HEK 293 viability, ATP luminescence (CellTiter-Glo), 48-72 h | Potency, µM (highest dose often 115 µM), without a hit: at the top dose activity change, negative = cytotoxicity, usual class: inhibitors | 6.6% of 94,000 active | AID 1345083, 2018; also: potency is read from the fitted curve at half-maximal effect; nearly all actives have a fitted effect of over 60% in size
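HEK 293 cells seeded at 250 cells/well were exposed to compound for 48 or 72 hr at 37 degree Celsius. Viability taken as ATP content by CellTiter-Glo luminescence.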
NIH3T3 tox – Cytotoxic Profiling in NIH 3T3 Cell Line of Diverse Libraries Using Quantitative High-Throughput Screening; NIH 3T3 viability, CellTiter-Glo ATP luminescence, 48-72 h; Potency, µM (doses to about 96.7 µM), for the others: at the highest dose activity change, negative = cytotoxicity, actives largely listed as inhibitors; 4.3% of 94,000 active; also: potency is read from the fitted curve at half-maximal effect; nearly all actives have a fitted effect of over 55% in size
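Luminescent ATP readout (CellTiter-Glo, 10 min RT) after 48 or 72 hr compound exposure of NIH 3T3 cells seeded at 400 cells/well in 1536-well format; quantitative HTS.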
IP6K1 inh – Primary qHTS assay for small molecule inhibitors of Inositol hexaphosphate kinase 1 (IP6K1). Inositol hexakisphosphate kinase 1 (Homo sapiens), Q92551. IP6K1 kinase, ADP-Glo luminescence, 2 h; stronger effect = lower value. activity change, % (series mostly up to about 58 µM). 0.81% of 140,000 active. AID 1645851, 2021; in the data active = activity change below about -25%
Target sequence (Q92551 whole entry, looked up): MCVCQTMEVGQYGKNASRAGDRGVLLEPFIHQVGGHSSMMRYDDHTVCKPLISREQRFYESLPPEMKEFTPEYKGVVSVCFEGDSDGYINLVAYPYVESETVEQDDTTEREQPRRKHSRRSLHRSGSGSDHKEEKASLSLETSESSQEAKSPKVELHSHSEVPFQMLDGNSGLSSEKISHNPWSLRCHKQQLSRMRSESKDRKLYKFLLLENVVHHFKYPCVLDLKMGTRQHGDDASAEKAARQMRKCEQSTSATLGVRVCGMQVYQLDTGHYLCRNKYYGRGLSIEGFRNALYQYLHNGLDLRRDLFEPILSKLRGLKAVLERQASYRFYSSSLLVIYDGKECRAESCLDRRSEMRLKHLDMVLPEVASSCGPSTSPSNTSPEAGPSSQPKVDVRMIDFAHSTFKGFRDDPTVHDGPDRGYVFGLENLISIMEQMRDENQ
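ADP-Glo luminescence measures ADP made by human IP6K1 during a 2 h RT reaction with ATP/IP6 (mix at 1.3 mM/130 uM); top library doses 57.5 and 19.1 uM final.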
GPT2 inhibitor – Primary qHTS assay for inhibitors of Glutamate pyruvate transaminase 2 (GPT2); 0.25% of 100,000 active; Potency, µM (series often up to 57.7 µM), without a hit: at the top dose activity change, negative = inhibition, most hits filed as inhibitors; Recombinant GPT2, coupled pyruvate oxidase/HRP Amplex Red fluorescence; also: potency is read from the fitted curve at half-maximal effect; nearly all actives have a fitted effect of over 60% in size; many of its hits are not listed in these tables
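Inhibition is scored from Amplex Red fluorescence generated when pyruvate oxidase and HRP act on pyruvate released by GPT2. Reactions contain 10ng/uL enzyme, 250uM a-KG and 2mM L-alanine and run 30 min at room temperature.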
SNCA expr inhib – Primary qHTS assay for inhibitors of alpha-synuclein gene (SNCA) expression; HEK-293 SNCA-luciferase knock-in, luminescence, 24 h; Potency, µM (doses to about 57.2 µM), for inactives: top-dose activity change, negative = inhibition, most hits filed as inhibitors; 0.17% of 140,000 active;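 also: potency is read from the fitted curve at half-maximal effect; plate controls were DMSO cells for no effect and cell-free wells for full effect; nearly all actives have a fitted effect of over 45% in size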
HEK293 viab – GF-AFC viability counterscreen for inhibitors of alpha-synuclein gene (SNCA) expression | 0.12% of 150,000 active | HEK-293-SNCA-luc viability, GF-AFC fluorescence, 24 h | Potency, µM (series often up to 57.1 µM), without a hit: at the highest dose activity change, negative = cytotoxicity, most hits filed as cytotoxic;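 also: potency is read from the fitted curve at half-maximal effect; 0% = DMSO-treated cells and -100% = medium-only wells without cells; nearly all actives have a fitted effect of over 30% in size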
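Cytotoxicity counterscreen: after 24 h compound treatment of genome-edited SNCA-luciferase HEK-293 cells, live-cell protease substrate GF-AFC read by fluorescence after 30 min; activity scaled between DMSO (0%) and medium-only (-100%), curves Hill-fitted.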
Starred values were filed as active, the others as inactive; i = inactive; ? = inconclusive; · = not tested or not shown; [ ] = another dose, or the depositor's remark. Unless noted, calls follow the shape of the dose curve; as a rule, active = well fitted curve in the direction sought with a large enough effect; inconclusive = small, poorly fitted or top-dose-only effect, or another doubt; inactive = no such curve, though single readings can be large; an effect the other way counts as inactive or inconclusive. Unless noted, % is scaled to controls: 0 for no effect and ±100 for the full control effect. A portion of the library; the hit share may differ from the screen's.

Results follow in this order: FLuc inh	HEK293 tox	NIH3T3 tox	IP6K1 inh	GPT2 inhibitor	SNCA expr inhib	HEK293 viab
[1] Cn1c([C@H]2CCN(Cc3cnc4ccccc4c3)C2)nc2ccccc21
    -15.1%[172 µM]	70.8µM*	?	13.2	i	-2.3%[87.6 µM]	-22.8%[87.6 µM]
[2] O=C(Nc1cccc(-c2ccco2)c1)C1CCN(C(=O)NCc2ccco2)CC1
    -19.6%	?	?	13.1	?	-22.8%	-4.8%
[3] CN1C(=O)c2cccn2CC1C(=O)NCc1cccs1 (stereo not drawn)
    1.6%	-13.1%	-14.9%	1.7	i	?	-4.3%
[4] CCCCCS(=O)(=O)c1oc(-c2cccs2)nc1S(=O)(=O)c1ccc(C)cc1
    ·	·	·	-10.8	·	3.6%	-13.4%
[5] Cc1cccc(N2CCN(S(=O)(=O)c3ccc(-c4cnc(C5CC5)o4)cc3)CC2)c1C
    ·	·	·	-8.5	·	-27.3%	9.1%
[6] COc1ccc(-c2cn3nc(N4CCC(C(=O)NCc5cccc(Cl)c5)CC4)sc3n2)cc1
    ·	·	·	19.4	·	99.5%[activator]	-10.6%
[7] COc1cccc(-c2ccc(CN3CCN(c4ccc(Cl)nn4)C(=O)C3)cc2)c1
    ·	?	?	-6.5	-0.3%	17.7%	3.0%
[8] COc1cc(CN2C[C@@H](CO)[C@H](C3CCN(C(C)=O)CC3)C2)ccc1F
    -2.6%	-12.5%	4.1%	-7.8	i	?	-2.9%[12.5 µM]
[9] O=C(c1ccsc1)N1CC[C@@H]2COCCN(Cc3ccccc3)[C@@H]2C1
    ?	-8.4%	-5.1%	0.0	i	33.6%[activator]	-9.8%
[10] COC(=O)CNC(=O)c1cc(-c2ccc([S+](C)(=O)[O-])cc2)nc2c1cnn2C
    ·	i	-5.4%	-3.5	4.8%	?	-2.3%
[11] CC(C)COc1ccc(C(=O)NCC2OCCc3ccccc32)cc1 (stereo not drawn)
    ·	·	·	-22.4	·	13.6%	7.7%
[12] Cc1cccc(NC(=O)c2oc3c(c2C)-c2[nH]ncc2CC3)c1C
    ·	·	·	-12.4	·	242.2%[activator]	0.9%
[13] Cn1ccnc1CNCC1(COc2cccnc2)C[C@@H](O)[C@@H](O)C1 (stereo partly drawn)
    12.2%	3.1%	-0.4%	21.6	?	-16.4%	1.1%
[14] Cc1ccc(-c2nc(-c3nnn4c3COC(c3ccccc3Cl)C4)no2)cc1 (stereo not drawn)
    -4.0%	8.7%	i	15.4	i	-11.3%	5.1%
[15] CCN1C(=O)Cc2cc(C(=O)NCc3ccc(F)cc3Cl)ccc21
    -8.2%	?	-19.3%	-0.4	i	-2.5%	-2.2%

Arranged by heavy-atom count (ascending): some entries from above
Results follow in this order: FLuc inh	HEK293 tox	NIH3T3 tox	IP6K1 inh	GPT2 inhibitor	SNCA expr inhib	HEK293 viab
[15] CCN1C(=O)Cc2cc(C(=O)NCc3ccc(F)cc3Cl)ccc21
    -8.2%	?	-19.3%	-0.4	i	-2.5%	-2.2%
[1] Cn1c([C@H]2CCN(Cc3cnc4ccccc4c3)C2)nc2ccccc21
    -15.1%[172 µM]	70.8µM*	?	13.2	i	-2.3%[87.6 µM]	-22.8%[87.6 µM]
[14] Cc1ccc(-c2nc(-c3nnn4c3COC(c3ccccc3Cl)C4)no2)cc1 (stereo not drawn)
    -4.0%	8.7%	i	15.4	i	-11.3%	5.1%

(continued)
Results follow in this order: FLuc inh	HEK293 tox	NIH3T3 tox	IP6K1 inh	GPT2 inhibitor	SNCA expr inhib	HEK293 viab
[16] NCC(=O)N1Cc2ccccc2CC2(CCCCN2CC2CCCC2)C1 (stereo not drawn)
    ·	?	?	-6.5	i	4.9%	-16.4%
[17] COCCn1ccc2c(C3=CCOCC3)nc(-c3cccc4[nH]ncc34)cc21
    -5.9%[172 µM]	?	?	-6.8	1.3%[88.5 µM]	2.0%[87.6 µM]	-12.3%[87.6 µM]
[18] Cc1cc(C(=O)N[C@@H]2CN(Cc3ccccn3)C[C@H]2CN(C)C)n[nH]1
    -14.8%	-18.6%	-8.6%	3.8	i	20.6%	16.1%
[19] O=C1NCc2ccccc2CC12CCN(Cc1ccc(Cl)cc1)C2 (stereo not drawn)
    ·	?	-22.3%	-8.9	i	4.0%	-10.4%
[20] CCCC(=O)NC1CCN(c2ccc(F)cc2)C1=O (stereo not drawn)
    -9.1%	-14.2%	-0.6%	-7.8	i	-0.5%	1.9%
[21] Cc1cc(=O)n(CC(=O)Nc2cccc(C(F)(F)F)c2)c(N2CCOCC2)n1
    -7.0%	?	?	0.0	1.6%	-4.8%	0.8%
[22] Cc1c(-c2ccccc2F)[nH]c2ccc(CNC(=O)CCN3CCCO3)cc12
    15.8µM*	?	?	7.4	-20.8%	48.6%[activator]	-24.5%
[23] CCC(CC)C(=O)N1CC[C@H]2NC(=O)N(c3ccc(C(C)C)cc3)C(=O)[C@H]21
    6.9%[172 µM]	?	4.1%[174 µM]	-10.8	i	-12.5%[87.6 µM]	-6.9%[87.6 µM]
[24] CC(C)CC(C(=O)NCC1CCN(Cc2ccc(F)cc2)CC1)N1Cc2ccccc2C1=O (stereo not drawn)
    ·	·	·	-12.5	·	?	-28.0%
[25] O=C(NCCC1CCCCC1)c1ccc2nccn2c1
    ?	50.1µM*	?	-5.0	-4.8%[88.5 µM]	83.1%[activator][87.6 µM]	1.5%[87.6 µM]
[26] Cc1nonc1CN(C)C(=O)c1csc2nc(-c3cccc(C(F)(F)F)c3)cn12
    ?	?	?	0.0	-4.6%	5.0%	8.2%
[27] COc1cc(CN2C[C@@H](CO)[C@H](c3ccncc3)C2)ccc1F
    1.7%	-14.5%	-24.6%	3.8	-0.6%	-8.0%	-0.1%
[28] O=C(COc1ccccc1)N1CCC([C@@H]2CNC[C@H]2CO)CC1
    -5.4%	-14.9%	-11.9%	-3.5	i	-23.8%	-6.3%[12.5 µM]
[29] Cc1cnc(C(=O)NC2C[C@H]3CC[C@@H](C2)N3C(=O)c2ccc(OC(F)(F)F)cc2)cn1 (stereo partly drawn)
    3.2%	?	-27.2%	3.1	?	21.5%	-10.9%
[30] O=C(NCc1cnccn1)c1ccc(-c2ncc3cnc(-c4cccc(F)c4)cn23)cc1
    -19.6%[172 µM]	?	?	-7.8	i	?	-5.8%[87.6 µM]

Structures above containing a furan ring, fused or not, in the order listed:
Results follow in this order: FLuc inh	HEK293 tox	NIH3T3 tox	IP6K1 inh	GPT2 inhibitor	SNCA expr inhib	HEK293 viab
[2] O=C(Nc1cccc(-c2ccco2)c1)C1CCN(C(=O)NCc2ccco2)CC1
    -19.6%	?	?	13.1	?	-22.8%	-4.8%
[12] Cc1cccc(NC(=O)c2oc3c(c2C)-c2[nH]ncc2CC3)c1C
    ·	·	·	-12.4	·	242.2%[activator]	0.9%

Next section:
Results follow in this order: FLuc inh	HEK293 tox	NIH3T3 tox	IP6K1 inh	GPT2 inhibitor	SNCA expr inhib	HEK293 viab
[31] Cc1ccc(CCNC(=O)CS(=O)Cc2nc(-c3ccccc3C)oc2C)cc1 (stereo not drawn)
    ·	·	·	22.2	·	16.5%	1.3%
[32] COc1cc(CN2CCc3nc(N4CCN(c5ncccn5)CC4)ncc3C2)cc(OC)c1OC
    ·	·	·	18.4	·	-15.8%	-0.1%
[33] COc1ccc(-c2cc(N3CCN(C(=O)c4ccc(C)nc4)CC3)n[nH]2)cc1
    8.6%	?	?	18.0	4.6%	-4.3%	-6.6%
[34] C[C@@H]1C[C@H]2[C@@H]3CCC4=CC(=O)C=C[C@]4(C)[C@@]3(F)[C@@H](O)C[C@]2(C)[C@H]1C(=O)CO
    ·	·	·	-11.0	i	44.8%[25.6 µM]	6.5%[23.9 µM]
[35] COC1CCOC2(CCN(C(=O)c3cccc(C)c3)CC2)C1 (stereo not drawn)
    -14.8%	-0.2%	-25.2%	-13.3	-28.0%	-11.2%	-7.8%[12.5 µM]
[36] O=C(Cc1ccc(F)cc1)NC1CCN(c2ccc3nnc(C4CC4)n3n2)CC1
    ·	-24.0%	?	2.4	·	·	·
[37] COc1ccc(NC(=O)CCCOc2cc(=O)n(C)c3ccccc23)c(OC)c1
    ·	·	·	-9.9	·	48.9%[activator]	0.0%
[38] Cc1ccc(Oc2c(CCC(=O)NC(C)C)c(C)nn2-c2ccccc2)cc1
    -0.4%	?	?	3.4	-1.2%	-11.5%	-7.3%
[39] CCCC1(CO)CCCN(Cc2cc(-c3ccc(C)cc3)no2)C1 (stereo not drawn)
    ?	?	?	-0.3	-10.7%	69.5%[activator]	-1.3%
[40] CC(C)c1ccc(Cc2cnc(NC(=O)c3ccc4c(c3)CC(c3ccccc3)OC4=O)s2)cc1 (stereo not drawn)
    ·	·	·	-1.7	·	-18.5%	12.9%
[41] CN(Cc1ccc(F)cc1)C(=O)c1ccc(C(F)(F)F)cc1
    0.9%[172 µM]	?	?	6.4	-0.9%[88.5 µM]	-7.5%[87.6 µM]	0.4%[87.6 µM]
[42] Cc1ccc(SCC(=O)Nc2ccc3oc(-c4ccccc4F)nc3c2)cc1
    ·	·	·	19.1	·	34.2%[activator]	?
[43] O=C(NCc1cccc(Cl)c1)c1cc2c(s1)-c1ccccc1SC2
    ·	·	·	-12.8	·	13.6%	9.3%
[44] CC(=O)OC1C(C)C2C(OC3OC(CO)C(O)C(O)C3O)OC=C(C(=O)O)C2C1OC(=O)c1ccccc1 (stereo not drawn)
    ·	·	·	7.0	i	·	-8.8%[23.9 µM]
[45] O=C(NCc1nnc2ccc(-c3ccccc3)nn12)c1ccc(Cl)s1
    1.9%	?	?	-6.1	-7.7%	1.0%	-16.2%

Assay outcomes as filed in PubChem BioAssay.
